mHtt clearance: clearance of mutant huntingtin inclusions, primary screen, imaging, HeLa Exon1htt(103Q)mCFP, confocal imaging; aggregate imaging; zero = plate's median compound well; inhibition, % at 1.5 µM; 0.42% of 47,000 active;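 active means inhibition of aggregate fluorescence above about 70%, also judged a hit by eye on the cell image, limit read from the data, passing the limit was not always enough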;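 further: cells exposed to compound for three days before fixation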
mHtt clearance grain fraction: also measured in mHtt clearance; calls as there; fraction fluorescence in grains; measured here: aggregate grain fluorescence fraction; active compounds read low;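 scaled fraction of total cell fluorescence in grains with unit not stated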
* hit, by the source's call. Some of the compounds tested; count on the stated rates, not on these rows.

SMILES	mHtt clearance	mHtt clearance grain fraction
Cn1cc(SCC(=O)N2CCCc3ccccc32)c2ccccc21	45.5	22.3
COc1ccc(-c2nc(-c3ccc(NC(=O)c4ccc(Br)o4)cc3)no2)cc1OC	-19.9	48.9
CC1(Cc2cn(CCC#N)c3ccccc23)OCCO1	30.4	23.7
CC(C)(O)C#Cc1ccccc1C(=O)NC(CC(N)=O)C(=O)O (stereo unspecified)	-32.1	23.4
Cc1csc(SCC(=O)Nc2c(C)n(C)n(-c3ccccc3)c2=O)n1	5.6	17.9
C=CCNc1oc(COc2ccc(C)cc2)nc1C#N	-12.8	56
Cn1c(=O)c2c(nc(Br)n2Cc2ccc3ccccc3c2)n(C)c1=O	48.7	18
CCN(CC)C(=O)C1=C(C)NC(=S)NC1c1cn(-c2ccccc2)nc1-c1ccc(Cl)cc1 (stereo unspecified)	-9.0	43.8
C=CCn1c(SCC(=O)Nc2cc3oc4ccccc4c3cc2OC)nnc1-c1cnccn1	-6.7	38.5
O=S(=O)(c1ccc(S(=O)(=O)N2CCN(Cc3ccccc3)CC2)cc1)N1CCOCC1	-15.1	23.3
CC1CC(C)CN(C(=O)CSC2=Nc3ccccc3C3=NC(Cc4c[nH]c5ccccc45)C(=O)N23)C1 (stereo unspecified)	-12.1	18
CCOC(=O)c1ccc(S(=O)(=O)n2c(CN3CCCCC3)nc3ccccc32)cc1	9.7	18.3
CCN(CC)CCOC(=O)c1c(C)n(C)c2ccc(OC)cc12	-8.1	39.8
COc1ccc(NC(=O)CSc2nnc(C3CC3)n2-c2ccccc2)cc1	23.7	30.2
COCCCn1c(=N)c(C(=O)NCc2ccc3c(c2)OCO3)cc2c(=O)n3ccccc3nc21	-29.1	45.9
c1ccc(C2=Nn3c(nnc3-c3cc(-c4ccccc4)n[nH]3)SC2)cc1	17.5	29.8
Cc1ccc(OC(C)C(=O)O)cc1C (stereo unspecified)	25.8	14.2
Cc1ccc2cc(CN(CCN3CCCC3)C(=O)Nc3ccc(F)cc3)c(=O)[nH]c2c1C	-31.2	26.7
O=C(NCCCn1ccnc1)c1ccc2c(c1)OCCO2	25.3	14.3
COc1ccc(C(=O)N2CCSC2=S)cc1OC	22.1	15

Reformatted as labelled records: entries from further up
smiles: Cn1c(=O)c2c(nc(Br)n2Cc2ccc3ccccc3c2)n(C)c1=O
  mHtt clearance: 48.7; mHtt clearance grain fraction: 18

smiles: CCN(CC)C(=O)C1=C(C)NC(=S)NC1c1cn(-c2ccccc2)nc1-c1ccc(Cl)cc1 (stereo unspecified)
  mHtt clearance: -9.0; mHtt clearance grain fraction: 43.8

smiles: C=CCn1c(SCC(=O)Nc2cc3oc4ccccc4c3cc2OC)nnc1-c1cnccn1
  mHtt clearance: -6.7; mHtt clearance grain fraction: 38.5

smiles: O=S(=O)(c1ccc(S(=O)(=O)N2CCN(Cc3ccccc3)CC2)cc1)N1CCOCC1
  mHtt clearance: -15.1; mHtt clearance grain fraction: 23.3

The results go on.
SMILES	mHtt clearance	mHtt clearance grain fraction
Cc1ccccc1CSCCNC(=O)c1ccc(Cl)c(S(=O)(=O)N2CCOCC2)c1	-18.0	21
O=C(NC1CCCC1)c1cnn2c(C(F)(F)F)cc(-c3ccco3)nc12	-50.5	33
Cc1nc(SCC(=O)Nc2cccc(Cl)c2)n[nH]1	16.9	30.2
Cc1cccn2c(=O)c(/C=C(\C#N)S(=O)(=O)c3ccccc3)c(N3CCC(C(N)=O)CC3)nc12	-21.3	24.8
Cc1cc(C)c(C(N)=O)c(Nc2cccc(Cl)c2)n1	-51.1	31.1
Cc1nc2c(sc3nc4c(cc32)COC(C)(C)C4)c(=O)n1Cc1ccccc1	-13.5	31.6
COC(=O)C(C)Sc1nc2c(c(-c3ccc(OC)cc3)c1C#N)-c1ccccc1C2=O (stereo unspecified)	-29.3	25.1
Cc1ccc2cc3cc(C(=O)NCCCN4CCCCCC4)oc3nc2c1	-101.8	72.8
COc1cccc(-c2cc(C(=O)Nc3cc(C)nn3-c3ccccc3)no2)c1	9.8	16.8
COc1cccc(C2=CC(c3ccccc3)n3ncnc3N2)c1 (stereo unspecified)	13.7	31.7
O=C(OCC(=O)N1CCCc2ccccc21)C1CCN(S(=O)(=O)c2cccs2)CC1	42.5	17.7
C/C=C/C(=O)Nc1nnc(C(C)C)s1	15.2	15.1
CCOC(=O)c1[nH]nc(-c2c(O)cc(C)cc2O)c1-c1csc(C)n1	28.3	27.2
CC1=C(/C=C/C(=O)O)C(C)(C)CCC1	26.6	13.6
CS(=O)(=O)N(Cc1ccc(C(=O)NCCSCc2ccco2)cc1)c1ccccc1	-120.5	49.8
Cc1ccc(C(O)P(=O)(OC2CCCCC2)OC2CCCCC2)cc1 (stereo unspecified)	-55.7	33
COC(=O)c1ccc(C(=O)OC)c(NC(=O)COC(=O)C23CC4CC(CC(O)(C4)C2)C3)c1	-5.9	41.9
Cc1ccccc1-c1nnc(-c2ccccc2C)o1	-34.3	26.7
COC(=O)c1ccc(Nc2cc(C)nc3ncnn23)cc1	-38.2	54.2
CCOc1ccc(OCC)c(S(=O)(=O)N2CCCCC2C)c1 (stereo unspecified)	-3.2	40.7
C[C@H](NS(=O)(=O)c1ccccc1F)C(=O)OCC(=O)N1CCc2ccccc21	-2.0	38.8
CC1CN(S(=O)(=O)c2cccc(-c3cn4ccccc4n3)c2)CC(C)O1 (stereo unspecified)	-4.6	36.6
Cc1ccc(O)c(C2=NNC(O)(C(F)(F)F)C2)c1 (stereo unspecified)	-15.7	23.7
Cc1ccc(C(=O)Nc2ccc3c(c2)OCO3)cc1S(=O)(=O)N1CCCCC1	-19.8	22.3
COc1cccc(N2C(=O)CC(c3c[nH]c4ccccc34)C2=O)c1 (stereo unspecified)	48.0	9.48
Cc1cc(C(C)(C)C)cc(S(=O)(=O)NCCO)c1C	-19.6	21.2
CCN(CC)S(=O)(=O)c1ccc(/C(O)=C(\C#N)c2nc3ccccc3n2C)cc1	-9.3	44.3
COc1ccc(C2C(C(C)=O)=C(O)C(=O)N2c2cccnc2)cc1OC (stereo unspecified)	37.3	14.6
O=C(Nc1cccn(Cc2ccc(F)cc2)c1=O)NC1CCCCC1	-30.3	52
COc1ccc(CNC(=O)C2CCCN2C(=O)NC2CCCCC2)cc1 (stereo unspecified)	-37.9	50.1
CCc1cc(=O)oc2cc(C)cc(OC(=O)c3ccco3)c12	8.6	17.8
Cn1c(C(=O)O)c(CC(=O)Nc2ccc3c(c2)OCCO3)c2ccccc21	-2.1	19.4
Cc1nc(SCC(=O)c2ccc(Cl)s2)c2oc3ccccc3c2n1	33.0	29.1
COc1ccc(N=C(C)C2=C(O)COC2=O)cc1	-18.9	40.4
Cc1nc(C)n(CC(O)COc2ccc3c(c2)CCC3)n1 (stereo unspecified)	-10.6	21.8
COc1ccc(OC)c2[nH]c(=O)c(CCNC(=O)CC(C)C)cc12	61.3	6.45
COc1cc(-c2nnc(SCc3ccccc3Cl)o2)cc(OC)c1OC	46.6	16
COC(=O)C(C)N(C#N)c1nc(C)nc(C)n1 (stereo unspecified)	-130.7	90
CCCOc1nc2c(c(=O)n(C)c(=O)n2C)n1Cc1cccc2ccccc12	53.9	20.3
O=C1NC(c2ccccc2)C(C(=O)c2cccs2)C(O)(C(F)(F)F)N1 (stereo unspecified)	34.6	19.9
c1ccc(-n2cnnc2SCc2cn3ccsc3n2)cc1	-41.1	48.1
CC(=O)C1=C(C)Nc2ncnn2C1c1ccccc1OCc1ccccc1 (stereo unspecified)	45.5	11
O=C(NC1CCCCC1)c1ccc(COCC(F)(F)F)o1	10.4	38.9
O=C(CSc1nnc(-c2ccco2)n1CC1CCCO1)NC1CCCC1 (stereo unspecified)	-15.3	21.4
Cc1cccc(OCCn2c(-c3ccco3)nc3ccccc32)c1	28.0	31.2
CN(C)c1ccc(/C=c2\sc3n(c2=O)CCCN=3)cc1	14.3	29.2
COc1ccc(CN2CCCCC2C)cc1OC (stereo unspecified)	-35.5	30.6
CN(C)Cc1c(C#N)c2ccccc2n1C	-55.0	32.1
CC(C)(C)NC(=O)CN(Cc1cccs1)C(=O)C1COc2ccccc2O1 (stereo unspecified)	-42.4	41.7
Cc1ccc2[nH]c(=O)c(CN(CCN3CCOCC3)C(=O)Nc3ccccc3F)cc2c1	-12.0	41.8
Cc1nn(-c2ccccc2)c2sc(C(=O)N(Cc3ccco3)C(C)C(=O)NC(C)(C)C)cc12 (stereo unspecified)	16.9	30.6
Cc1nc2nc(C)c(CCC(=O)NCc3ccc4c(c3)OCO4)c(C)n2n1	-29.4	44.5
Cc1ccc(NC(=O)C2CCCN(S(=O)(=O)c3c(C)noc3C)C2)c(C)c1 (stereo unspecified)	47.0	15.2
Cc1ccc2[nH]cc(C(=O)NCc3cccs3)c(=O)c2c1	-21.3	23.3
Cc1ccc(OC(=O)Cn2c(C(F)(F)F)nc3ccccc32)cc1	-0.1	21.4
CCOC(=O)C1CCN(c2c([N+](=O)[O-])c(C(Cl)Cl)nn2-c2ccccc2)CC1	-50.6	57.9
CCn1c(SCC(=O)N2CCOCC2)nc2oc3c(Cl)cc(Cl)cc3c(=O)c2c1=O	37.0	23.2
CCCC(c1nnnn1Cc1ccc(OC)cc1)N1CCC(C(N)=O)CC1 (stereo unspecified)	-40.0	47.6
O=C(c1sc2ccccc2c1Cl)N(Cc1cccs1)C1CCS(=O)(=O)C1 (stereo unspecified)	-190.0	93.5
COc1nn(CC(=O)N2N=C(C(F)F)CC2(O)C(F)F)cc1[N+](=O)[O-] (stereo unspecified)	-29.3	26.6

Next part:
SMILES	mHtt clearance	mHtt clearance grain fraction
Clc1ccc(CSc2cc3c(nn2)-c2ccccc2CC3)cc1	-0.4	21.5
O=S(=O)(Nc1nc2ccccc2nc1N1CCN(c2ccccn2)CC1)c1ccc(Cl)cc1	38.3	11.4
Cn1cccc1/C=N/NC(=O)c1cccnc1	44.3	11.4
Cc1cc(C)nc(SCc2nc(N)nc(-c3ccccc3O)n2)n1	-19.6	19.3
CCCN1C2CCCC1CC(NC(=O)c1ccccc1F)C2 (stereo unspecified)	66.0	15
CC1CCN(CC(=O)Nc2ccccc2-c2ccccc2)CC1	10.4	18.4
CCN(CC)S(=O)(=O)c1ccc(NC2=NS(=O)(=O)c3ccccc32)cc1	21.8	13.9
CC(C)Cn1cc(C(=O)NC2CCN(Cc3ccccc3)CC2)c2c3ccccc3n(C)c2c1=O	-28.2	55.6
CCOCCn1c(CN2CCN(c3ccc(F)cc3)CC2)nc2c1c(=O)n(C)c(=O)n2C	-175.9	118
CC(C)(C)NC(=O)CN(C(=O)C1(C)CC(=O)N=C2C=CC=CN21)C1CCCC1 (stereo unspecified)	42.7	10.3
O=C(CN1C(=O)C2C3C=CC(C3)C2C1=O)NCc1ccccc1 (stereo unspecified)	18.4	32.6
CC(C)(C)C(=O)COC(=O)CNC(=O)c1ccc(Oc2ccccc2)cc1	-3.2	23.3
COc1ccc(NC(=O)C2CC(=O)OC2(C)C)cc1 (stereo unspecified)	17.2	15.3
Cc1nnc2n(CCc3ccccc3)c(=O)c3c4c(sc3n12)CCCC4	-49.3	28.6
Cc1cc(NC(=O)Cc2c(F)cccc2Cl)no1	-41.4	27.5
Cn1nc(C(=O)Nc2cccc(C(F)(F)F)c2)c2ccccc2c1=O	-8.9	47.2
O=C(CSc1nc(-c2ccco2)cc(C(F)(F)F)n1)NC1CCCCCCC1	-14.8	23.1
COC(=O)c1ccccc1NC(=O)c1cccs1	-19.7	23.8
CC(C)n1c(NCc2c[nH]c3ccccc23)nc2ccccc21	-48.5	26.4
CCn1c(C)c(/C=N/Nc2nc3ccccc3s2)c2ccccc21	-21.5	48.3

Whole records as entered above. Order of values: mHtt clearance, mHtt clearance grain fraction
COC(=O)C(C)Sc1nc2c(c(-c3ccc(OC)cc3)c1C#N)-c1ccccc1C2=O (stereo unspecified) as listed: -29.3, 25.1
COc1cccc(N2C(=O)CC(c3c[nH]c4ccccc34)C2=O)c1 (stereo unspecified) as listed: 48.0, 9.48

Later entries
SMILES	mHtt clearance	mHtt clearance grain fraction
c1nc2sc3c(c2c2nnnn12)CCCC3	15.7	31.7
CCCCOC(=O)C1=C(C)Nc2nnnn2C1c1ccccc1Cl (stereo unspecified)	-4.4	19.4
COc1ccc(OC)c(CN(CCCN2CCOCC2)C(=O)Nc2ccccc2)c1	11.4	16.4
Cn1cc(S(=O)(=O)CC(=O)Nc2ccc3c(c2)OCO3)c2ccccc21	4.0	16.5
Cc1ccccc1Cn1nc(C)c(NC(=O)c2cc3nc(-c4ccco4)cc(C(F)(F)F)n3n2)c1C	-10.7	34
O=C(CCCn1c(=S)[nH]c2ccccc2c1=O)NC1CCCC1	11.6	33.1
CCN(CC)c1ccc(C(=O)Nc2cccc(F)c2)cc1	15.6	17.1
Cc1nc2ncnn2c(C)c1Cc1c(Cl)cccc1Cl	43.5	17.9
COC(=O)c1sc(S(=O)(=O)NCc2cccs2)c(C(=O)OC)c1C	-10.0	23.4
CN(Cc1ccccc1)C(=O)CCC(=O)N(C)Cc1ccccc1	-13.9	23.6
Nc1nc2ccc(S(=O)(=O)c3ccc4nc(N)sc4c3)cc2s1	-68.8	34.1
Cc1ccc(CN(C#N)c2nc(C)cc(C)n2)cc1	-15.0	43.3
c1cc(CSc2nnc(-c3ccc4c(c3)OCO4)o2)ccn1	-35.3	57.1
COc1ccc(C(=O)N[C@H]2COC(C)(C)O[C@H]2c2ccccc2)cc1	-32.7	49.2
CCN(C(=O)COc1ncnc2ccc(Br)cc12)C1CCS(=O)(=O)C1 (stereo unspecified)	-52.2	48.2
Cc1ccc(S(=O)(=O)N2CCCC(C(=O)NCc3ccccn3)C2)cc1 (stereo unspecified)	0.1	16.6
CC1(C)CC(=O)C2=C(C1)N(c1ccc(F)cc1)C(=O)NC2(C(F)(F)F)C(F)(F)F	-7.3	33
C=CCn1c(Cc2nc3ccccc3[nH]2)n[nH]c1=S	-3.0	38.5
O=C1CC(C(=O)Nc2ccc(C(=O)N3CCOCC3)cc2)C2(CCCCC2)O1 (stereo unspecified)	-7.5	21.7
O=C(CSc1nc(Nc2ccccc2)nc(N2CCOCC2)n1)N1CCCC1	13.1	14.9
Clc1cccc(CSc2nc3ccncc3[nH]2)c1	-18.8	48.7

Bioassay records deposited in PubChem by Columbia University Molecular Screening Center.
